Assay outcomes deposited in PubChem by several laboratories.
BCLXL inh – inhibitors of human Bcl-xL, primary screen, biochemical, fluorescence polarization, HTS | 320,000 tested, 0.7% active | GST-Bcl-xL / FITC-Bim BH3 peptide fluorescence polarization | inhibition, % at 10.9 µM | Bcl-2-like protein 1 (Homo sapiens), Q07817;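 active means inhibition above the mean of all tested compounds plus 3 SD, cutoff set per campaign, cut at about 30% in these data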;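 further: 0% = DMSO wells and 100% = unlabeled Bim-BH3 peptide competitor; inhibitors lower millipolarization by displacing the labeled peptide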
Efflux pump inh – inhibitors of Candida efflux pumps in yeast, primary screen, S. cerevisiae, Nile Red, multiplex | inhibition, % at 10 µM | S. cerevisiae Candida pump triplex | 330,000 tested, 0.44% active | AID 485275, 2010;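 active means plate passing quality check with inhibition over a set limit, or well fluorescence over plate mean plus 4 SD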;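 further: Nile Red retained in pooled yeast measured as flow cytometry median fluorescence; 0% = buffer negative control and 100% = Enniatin B positive control; higher means more Nile Red kept so more efflux inhibition; some compounds called inactive have numbers as strong as hits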
GLD-1 RNA inh – GLD-1/TGE RNA complex disruptors, primary screen, biochemical, fluorescence polarization; purified GLD-1 + fluorescein TGE RNA; inhibition, % at 5.96 µM; 320,000 tested, 0.44% active;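 active means percent inhibition above a per-plate cutoff, the plate mean of test compounds plus 3 SD, cut at about 30% in these data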;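 further: 0% = DMSO wells with GLD-1 and probe and 100% = wells lacking GLD-1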
MCL1 BIM primary – inhibitors of MCL1 binding to BIM-BH3, primary screen, biochemical, fluorescence polarization; GST-MCL1 / FITC-Bim-BH3 fluorescence polarization; inhibition, % at 10.9 µM; 320,000 tested, 0.68% active; AID 2057, 2009;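 active means inhibition above the mean inhibition of all tested compounds plus 3 SD, set per campaign, cut at about 40% in these data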;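 further: 0% = DMSO wells and 100% = unlabeled Bim-BH3 peptide control; higher means more loss of mP so more displacement of Bim peptide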
VLA-4 inh – inhibition in human VLA-4 binding assay, primary screen, VLA-4 allosteric modulator project, MLPCN library, flow cytometry, VLA-4 expressing cells; Integrin alpha-4 (Homo sapiens), P13612; AID 2557, 2010; 330,000 tested, 0.2% active; ligand binding flow cytometry; inhibition, % (about 7 µM as worked out from the volumes in the protocol); in the data active means inhibition above about 50%
Target sequence (P13612 whole entry, looked up): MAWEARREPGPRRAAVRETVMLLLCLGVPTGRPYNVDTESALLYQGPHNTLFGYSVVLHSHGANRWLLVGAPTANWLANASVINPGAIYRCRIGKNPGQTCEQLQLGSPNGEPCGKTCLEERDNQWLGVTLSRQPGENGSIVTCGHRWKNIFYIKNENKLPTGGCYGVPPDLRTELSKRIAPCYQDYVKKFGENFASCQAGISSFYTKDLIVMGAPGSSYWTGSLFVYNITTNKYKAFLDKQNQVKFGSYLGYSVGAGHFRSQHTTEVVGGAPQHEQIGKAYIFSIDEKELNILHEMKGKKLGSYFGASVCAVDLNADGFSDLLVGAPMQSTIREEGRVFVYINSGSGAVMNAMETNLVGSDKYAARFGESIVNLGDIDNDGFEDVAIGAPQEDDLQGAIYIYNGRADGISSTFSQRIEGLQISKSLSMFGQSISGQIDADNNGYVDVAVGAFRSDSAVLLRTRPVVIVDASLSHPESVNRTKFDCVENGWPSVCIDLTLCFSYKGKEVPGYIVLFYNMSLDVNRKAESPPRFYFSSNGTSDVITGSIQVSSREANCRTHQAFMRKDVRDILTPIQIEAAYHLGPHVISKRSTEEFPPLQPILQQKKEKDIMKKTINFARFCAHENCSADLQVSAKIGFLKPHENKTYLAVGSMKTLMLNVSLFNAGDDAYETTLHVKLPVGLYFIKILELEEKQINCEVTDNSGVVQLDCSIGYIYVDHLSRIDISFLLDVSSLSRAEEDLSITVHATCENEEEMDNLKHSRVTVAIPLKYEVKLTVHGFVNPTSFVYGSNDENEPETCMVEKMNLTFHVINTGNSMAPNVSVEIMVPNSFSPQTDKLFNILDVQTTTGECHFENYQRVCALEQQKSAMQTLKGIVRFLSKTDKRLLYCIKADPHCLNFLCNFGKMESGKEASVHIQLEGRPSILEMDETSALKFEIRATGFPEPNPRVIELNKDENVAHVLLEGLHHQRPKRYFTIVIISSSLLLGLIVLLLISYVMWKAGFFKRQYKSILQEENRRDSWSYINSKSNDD
Fam108B counter – mouse Fam108B serine hydrolase inhibitors, primary screen, counter-screen for RBBP9 inhibitor project, biochemical, fluorescence polarization; recombinant Fam108B, FP-Rh probe fluorescence polarization; inhibition, % at 9.51 µM; 300,000 tested, 0.33% active;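 active means inhibition above the screen mean inhibition plus 3 SD, computed separately per campaign, cut at about 18% in these data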;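 further: inhibitors lower polarization as less probe binds the enzyme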
MEX-5 binding – MEX-5 zinc finger RNA-binding disruptors – biochemical, C. elegans, fluorescence polarization, MLPCN library, primary screen | activity score (negative = inhibition of binding), % at 10 µM | AID 1832, 2009 | 300,000 tested, 0.38% active | Zinc finger protein mex-5 (Caenorhabditis elegans), Q9XUB2 | MEX-5/FITC-TCR2 RNA binding; stronger effect = lower value;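 active means inhibition past about -25% in most replicates, and total fluorescence under double the plate's negative control median, limit read from the data; inconclusive means replicates evenly split on the limit, or fluorescence at least double controls; inactive means too little inhibition in most replicates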;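 further: 0% = DMSO and -100% = 5 µM competing unlabeled TCR2 RNA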
PME-1 inh – PME-1 inhibitors via competitive probe labeling, primary screen, biochemical, fluorescence polarization, FP-Rh probe, HTS; inhibition, % at 5.9 µM; recombinant PME-1; Protein phosphatase methylesterase 1 (Homo sapiens), Q9Y570; 320,000 tested, 0.53% active;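 active means inhibition above the campaign mean of all compounds plus 3 SD, cut at about 26% in these data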;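 further: competitive labeling of PME-1 active site by serine hydrolase directed probe; 0% = PME-1 with DMSO and 100% = wells lacking PME-1 enzyme; inhibitors block probe labeling so polarization falls and inhibition rises; many of its hits are not listed in these tables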
GRK2 inh – compounds blocking aptamer binding on GRK2 – biochemical, human GRK2, bead flow cytometry, HTS, primary screen | Beta-adrenergic receptor kinase 1 (Homo sapiens), P25098 | FAM-aptamer displacement from GRK2 | inhibition of aptamer binding, % at 10 µM | 330,000 tested, 0.59% active | AID 488847, 2010;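 active means inhibition of aptamer binding above 40%, roughly 3 SD of noise, on plates passing a quality check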;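 further: median bead fluorescence of bound FAM aptamer so fluorescent compounds give negative values; no value below 0 was filed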
* marks the source's active call; other numbers are inactive results; ? = inconclusive; . = no result given; + = active, no number.

SMILES	BCLXL inh	Efflux pump inh	GLD-1 RNA inh	MCL1 BIM primary	VLA-4 inh	Fam108B counter	MEX-5 binding	PME-1 inh	GRK2 inh
C=C1C(=O)O[C@@H]2C[C@@H](C)[C@@H]3C=CC(=O)[C@@]3(C)[C@@H](OC(=O)CC(=O)O[C@H]3[C@@H]4C(=C)C(=O)O[C@@H]4C[C@@H](C)[C@@H]4C=CC(=O)[C@]43C)[C@H]12	2	0.1	-3	0	-1	-16	-0.1	-17	1
O=C1NC(=O)C2(Cc3c(nc4ccccn4c3=O)N3CCCCCC32)C(=O)N1Cc1ccccc1 (centres undefined)	5	0.2	6	7	-3	1	.	5	0
COc1ccc(C2=NCC(=O)N(CC(=O)NCc3ccco3)c3sc4c(c32)CCCC4)cc1OC	2	0.2	12	1	14	1	-0.2	3	0
CC1CCCN(C(=O)CCl)C1 (centres undefined)	2	0.0	3	-3	56*	2	0.8	-1	0
CC1C(c2cccs2)=[N+]([O-])C(C)(C(=O)c2ccc(Cl)cc2)N1O (centres undefined)	4	-0.1	-7	7	-1	3	2.1	0	0
CCOc1ccc(-n2c(O)c(C=Nc3ccc(N4CCOCC4)cc3)c(=O)[nH]c2=O)cc1	6	0.2	-7	10	7	3	?	2	1
CCc1ccc(N2C(=O)CC(=O)NC2=O)cc1	-10	-0.2	-7	-7	13	1	1.9	-7	2
Cc1cccc(CNCCc2c[nH]c3ccccc23)c1	-2	0.2	-8	-2	14	3	5.4	3	0
O=c1[nH]c(=S)n(-c2ccc(Br)cc2)c(O)c1C=Nc1ccc(N2CCOCC2)cc1	170*	-0.1	-19	+	5	2	-2.3	8	0
Cc1cc(C(=O)OCC(=O)Nc2ccc(F)cc2)c(C)n1C1CC1	2	-0.2	3	-7	2	.	.	0	0
O=c1cccc2n1C[C@@H]1C[C@@H]2CN(CC(O)c2ccc([N+](=O)[O-])cc2)C1 (some centres undefined)	.	-0.1	.	.	0	.	2.3	.	3
FC(F)(F)c1cccc(-n2nnnc2C2(N3CCOCC3)CCCCC2)c1	1	-0.2	-5	0	-4	-4	-1.1	2	3
Nc1cccc(N=Cc2c(O)n(Cc3ccc(F)cc3)c(=O)[nH]c2=O)c1	66*	0.1	-63	84*	-12	-1	0.1	-2	0
S=C1NCCN1	2	0.0	3	12	-17	4	-1.1	-2	0
Cc1c(C(c2ccccc2Cl)c2c(O)c3ccccc3oc2=O)c(=O)n(-c2ccccc2)n1C (centres undefined)	-1	0.0	-4	4	-3	12	.	-1	1
Nc1c(C(=O)NCCCc2ccccc2)c2nc3ccccc3nc2n1Cc1cccs1	3	-0.2	3	7	0	34*	-1.2	2	0
O=C1CN=C(c2ccc(Br)cc2)c2oc3ccccc3c2N1	2	-0.1	-8	3	12	-4	-1.4	6	7
Cc1nn(Cc2ccccc2)c(C)c1C(=O)NCc1ccccc1	-2	0.0	12	-4	0	-6	3.5	0	0
COc1cc(/C=N/NC(=O)CN2CC(c3ccccc3)CC2=O)ccc1OC(=O)N(C)C (centres undefined)	0	0.1	-1	14	-3	0	-1.4	3	1
CN(C)S(=O)(=O)c1cccc(C(=O)N2CCC(C(=O)O)(c3ccccc3)CC2)c1	4	-0.1	4	2	9	0	2.6	-1	1
C/C=C1/CC(C)C(C)(O)C(=O)OCC2CCN3CCC(OC1=O)C23 (centres undefined)	5	-0.4	0	5	4	4	-1.8	-7	0
CCOc1ccc(C2SCC(=O)Nc3c2c(=O)[nH]n3C2CCCCCC2)cc1 (centres undefined)	-4	0.4	-7	-4	-1	-5	1.2	-14	0
c1ccc2cc(CC3=NCCN3)ccc2c1	3	0.1	1	0	14	-2	-1.8	-1	0
O=P(c1ccccc1)(c1ccccc1)N1CCCCC1	5	-0.2	3	1	-2	1	3.2	7	0
C/C(=N\N=C(N)N)c1ccccc1	4	-0.1	-1	3	0	1	2.9	-2	0
SMILES	BCLXL inh	Efflux pump inh	GLD-1 RNA inh	MCL1 BIM primary	VLA-4 inh	Fam108B counter	MEX-5 binding	PME-1 inh	GRK2 inh
COc1ccc(N2C(=O)NC(=O)C(CCc3ccncc3)(CCc3ccncc3)C2=O)cc1	1	0.1	4	0	1	-1	-0.6	6	0
COc1ccc([N+](=O)[O-])cc1N=Cc1c(O)n(CCc2ccccc2)c(=O)n(C(C)C)c1=O	-35	0.2	-26	-52	-2	-3	2.5	-5	2
CCCCC(CC)COC(=O)c1ccccc1C(=O)OCC(CC)CCCC (centres undefined)	11	0.0	3	6	-3	1	.	3	2
O=C(Nc1ccc2ccccc2c1)c1nn(C23CC4CC(CC(C4)C2)C3)cc1Br	4	-0.3	7	2	-3	-7	-0.5	-14	0
C[n+]1c(-c2ccccc2)cc(-c2ccc(Cl)cc2)cc1-c1ccccc1	0	-0.1	3	1	6	3	2.0	-3	0
COc1ccc(NC(=O)c2cn(CCC#N)nc2-c2ccc(OC)c(OC)c2)cc1	3	0.0	-2	11	-9	2	0.8	-8	6
O=C1CC(=O)N(c2cccc(Cl)c2)C(=O)N1	-10	-0.7	-3	-5	12	-4	3.9	2	0
COC(=O)C1=C(c2ccc(F)cc2OCc2ccccc2)C[C@@H]2CC[C@H]1N2C(=O)NCc1ccccc1Cl	3	0.6	3	3	15	.	.	-12	1
CCCCCCC(=O)N/N=C/c1c(O)n(CCCC)c(=S)[nH]c1=O	-27	0.0	-11	-44	6	6	-5.6	15	0
CC(=NCC1CCCO1)c1c(O)n(-c2ccccc2)c(=O)[nH]c1=O (centres undefined)	5	0.1	-6	3	4	2	3.4	0	0
Cc1cccc(N2C(=O)NC(=O)/C(=C/c3ccc(-c4ccc(C(=O)O)c(Cl)c4)o3)C2=O)c1	2	0.3	-10	5	11	-2	1.1	-5	4
c1ccc(-c2nc(N3CCOCC3)s[n+]2-c2ccccc2)cc1	-1	-0.1	-4	0	3	-3	2.3	-4	5
NC(=S)/N=C/c1c(O)[nH]c(=O)[nH]c1=O	-16	0.0	-37	-21	23	-1	-4.5	3	1
COc1cc(C(c2c(C)[nH]n(-c3ccccc3)c2=O)c2c(C)[nH]n(-c3ccccc3)c2=O)cc(OC)c1OC	3	-0.3	-4	-3	15	-1	-2.1	6	4
N#Cc1ccccc1Cn1cc(C(=O)C2CC2)c2ccccc21	7	0.0	6	9	6	6	-0.3	63*	1
COc1ccc(-n2c(-c3ccc(C)cc3)nc3ccccc3c2=O)cc1	7	-0.1	0	7	-6	6	0.0	0	2
NC(=O)c1ccsc1NC(=O)COC(=O)Cc1ccccc1	-5	0.0	6	-9	-8	.	.	3	0
O=C(O)C1Cc2ccccc2N2CCCC12 (centres undefined)	19	0.1	15	25	-4	1	-2.7	1	1
Cc1ccc(OCC(=O)N2CCN(Cc3ccc4c(c3)OCO4)CC2)cc1	5	0.0	6	8	8	-1	-0.6	2	2
CCN1CC=C(c2c[nH]c3ccccc23)CC1	6	0.0	-1	5	6	-3	-0.9	-5	0
CC(C)(C)C(=O)O[C@H]1CC[C@@]2(C)C(=CC(=O)C3C2CC[C@]2(C)C(=O)[C@H](O)CC32)C1 (some centres undefined)	.	0.0	-7	.	-1	.	.	.	0
NS(=O)(=O)c1ccc(N=Cc2c(O)n(C3CCCCC3)c(=O)n(C3CCCCC3)c2=O)cc1	-54	0.1	-43	-78	24	1	6.4	-4	0
COc1cccc(N=Nc2c(O)[nH]c(=S)[nH]c2=O)c1	2	0.1	-8	5	-7	0	0.8	-3	1
O=C1C2CCN(CC2)[C@@H]1Cc1ccc2ccccc2c1O	7	-0.2	-1	8	1	1	-2.8	2	0
COC(=O)C1=C(c2ccc(F)cc2F)C[C@@H]2CC[C@H]1N2C(=O)N1CCC(O)CC1	-1	0.1	0	3	13	.	.	-1	0

An excerpt from above with just Efflux pump inh:
SMILES | Efflux pump inh
O=C1CC(=O)N(c2cccc(Cl)c2)C(=O)N1 | -0.7
CCCCC(CC)COC(=O)c1ccccc1C(=O)OCC(CC)CCCC (centres undefined) | 0.0

Later entries
SMILES	BCLXL inh	Efflux pump inh	GLD-1 RNA inh	MCL1 BIM primary	VLA-4 inh	Fam108B counter	MEX-5 binding	PME-1 inh	GRK2 inh
O=[N+]([O-])c1ccc(C[n+]2c(-c3ccccc3)cc(-c3ccccc3)cc2-c2ccccc2)cc1	3	0.1	-1	10	7	2	0.1	3	0
CCC1CCCCN1CC(=O)c1ccc(OC(F)F)cc1 (centres undefined)	6	0.2	6	7	10	3	-1.9	4	5
CN(C)c1cc(N)c2c(n1)CCC2 (tested in a mixture with another compound)	6	0.1	-9	4	-12	-2	-0.4	1	0
C=C(COC(=O)CCC(=O)O)CC1CC(O)[C@]2(C)OC3CC4OC5C[C@]6(C)O[C@]7(C)CCC8OC9C[C@]%10(C)OC%11C(C)=CC(=O)OC%11CC%10OC9C[C@@H](C)C8OC7CC6O[C@]5(C)C/C=C\C4OC3CC2O1 (some centres undefined)	.	0.5	3	.	-4	.	.	.	0
CCCCNC(=O)Nc1ccc(C(O)(C(=O)OCC)C(F)(F)F)cc1 (centres undefined)	4	0.1	4	7	15	-1	-1.5	-6	0
CCN1C(=O)NC(=O)/C(=C/c2cc(C)n(-c3sc(C)c(C)c3C#N)c2C)C1=O	2	0.3	3	-7	-3	-2	5.2	-2	0
CCOC(=O)c1ccc(-[n+]2c(-c3ccccc3)cc(-c3ccccc3)cc2-c2ccccc2)cc1	4	0.0	0	8	-2	0	2.4	5	0

Full records, looked up by structure. Values in the order: BCLXL inh | Efflux pump inh | GLD-1 RNA inh | MCL1 BIM primary | VLA-4 inh | Fam108B counter | MEX-5 binding | PME-1 inh | GRK2 inh
CCCCNC(=O)Nc1ccc(C(O)(C(=O)OCC)C(F)(F)F)cc1 (centres undefined) across the screens: 4 | 0.1 | 4 | 7 | 15 | -1 | -1.5 | -6 | 0
CCN1C(=O)NC(=O)/C(=C/c2cc(C)n(-c3sc(C)c(C)c3C#N)c2C)C1=O across the screens: 2 | 0.3 | 3 | -7 | -3 | -2 | 5.2 | -2 | 0
CN(C)c1cc(N)c2c(n1)CCC2 (tested in a mixture with another compound) across the screens: 6 | 0.1 | -9 | 4 | -12 | -2 | -0.4 | 1 | 0
CCOC(=O)c1ccc(-[n+]2c(-c3ccccc3)cc(-c3ccccc3)cc2-c2ccccc2)cc1 across the screens: 4 | 0.0 | 0 | 8 | -2 | 0 | 2.4 | 5 | 0
C=C(COC(=O)CCC(=O)O)CC1CC(O)[C@]2(C)OC3CC4OC5C[C@]6(C)O[C@]7(C)CCC8OC9C[C@]%10(C)OC%11C(C)=CC(=O)OC%11CC%10OC9C[C@@H](C)C8OC7CC6O[C@]5(C)C/C=C\C4OC3CC2O1 (some centres undefined) across the screens: . | 0.5 | 3 | . | -4 | . | . | . | 0

Only part of the results is shown. The share of hits here may be higher or lower than overall.
